# AmpC inh no detg – AmpC beta-lactamase inhibition without detergent; P00811; 330,000 compounds, 0.52% hits; AmpC nitrocefin hydrolysis, absorbance 480 nm, 0.0001% Triton; Potency, µM (series often up to 57.1 µM), inactives show at the top dose activity change, negative = inhibition, usual class: inhibitors;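 note: potency is the fitted concentration of half-maximal effect; plate controls were no compound for no effect and no enzyme for full effect; nearly all actives have a fitted effect of over 20% in size; some results filed as inactive show a strong effect at the top dose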
# Target sequence (P00811 whole entry, looked up): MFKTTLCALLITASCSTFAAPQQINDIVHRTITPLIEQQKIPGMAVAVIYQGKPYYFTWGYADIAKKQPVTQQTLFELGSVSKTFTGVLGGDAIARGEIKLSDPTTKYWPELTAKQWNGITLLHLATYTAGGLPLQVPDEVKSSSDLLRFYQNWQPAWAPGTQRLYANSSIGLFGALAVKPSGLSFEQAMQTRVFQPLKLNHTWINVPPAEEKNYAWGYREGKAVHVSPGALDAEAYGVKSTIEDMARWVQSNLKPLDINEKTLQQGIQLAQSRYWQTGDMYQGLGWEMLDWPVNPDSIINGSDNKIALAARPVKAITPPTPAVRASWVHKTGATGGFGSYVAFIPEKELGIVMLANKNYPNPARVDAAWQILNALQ
#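 AmpC (5.3 nM in the dispensed reagent) in 20 mM phosphate pH 7.0 with 0.01% (detergent screen) or 0.0001% Triton X-100 was preincubated with compounds for 15 min at room temperature. Nitrocefin was then added from an 800 uM solution, and hydrolysis was followed at 480 nm.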
# Tb PYK inh – inhibitors of Trypanosoma brucei pyruvate kinase; Q57TT1; TbPYK enzyme, Kinase-Glo Plus ATP luminescence, 45 min; 410,000 compounds, 0.12% hits; AID 624173; Potency, µM (doses to about 76.8 µM), for inactives: at the top dose activity, negative = inhibition, actives largely listed as inhibitors; note: potency is the fitted concentration of half-maximal effect; nearly all actives have a fitted effect of over 50% in size
#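 Glycolytic pyruvate kinase of T. brucei was incubated with substrate, test compound and 130 uM ADP for 45 minutes at room temperature. Luminescent Kinase-Glo Plus signal was measured after 10 minutes.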
# LmPK inhibitor – inhibitors of Leishmania mexicana pyruvate kinase | Potency, µM (doses to about 57.5 µM), for inactives: at the top dose activity change, negative = inhibition, actives largely listed as inhibitors | 290,000 compounds, 0.37% hits | Q27686 | purified LmPK, Kinase-Glo ATP luminescence, 1 h; note: potency is the fitted concentration of half-maximal effect
# Target sequence (Q27686 whole entry, looked up): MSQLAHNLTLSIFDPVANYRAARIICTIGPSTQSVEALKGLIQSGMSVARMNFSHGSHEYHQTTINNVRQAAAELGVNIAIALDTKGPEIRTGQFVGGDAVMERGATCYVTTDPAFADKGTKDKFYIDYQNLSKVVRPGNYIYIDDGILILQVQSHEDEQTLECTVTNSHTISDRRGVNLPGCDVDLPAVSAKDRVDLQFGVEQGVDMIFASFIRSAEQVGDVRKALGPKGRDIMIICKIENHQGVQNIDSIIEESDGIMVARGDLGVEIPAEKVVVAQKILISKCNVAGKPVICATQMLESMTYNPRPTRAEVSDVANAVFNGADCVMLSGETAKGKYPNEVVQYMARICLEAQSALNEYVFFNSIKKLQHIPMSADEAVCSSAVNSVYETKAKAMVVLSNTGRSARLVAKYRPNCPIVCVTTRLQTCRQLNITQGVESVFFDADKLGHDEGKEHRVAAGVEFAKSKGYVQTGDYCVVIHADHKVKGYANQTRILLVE
#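 Pyruvate kinase activity monitored as ATP production (luciferase luminescence). Conditions: 0.1 nM enzyme, 0.5 mM PEP, 0.1 mM ADP, 1 h, RT; normalized against uninhibited and no-enzyme wells.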
# HCV inhibitor – blocks hepatitis C virus; Huh7.5.1 HCVcc-Cre infection, luciferase reporter, 44 h; Potency, µM (doses to about 41.8 µM), for inactives: at the top dose activity change, negative = inhibition, most hits filed as inhibitors; 340,000 compounds, 3.4% hits; note: potency is the fitted concentration of half-maximal effect
#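 A cell-based infection assay in which seeded cells (1,000 per well) receive test compound after 4 h, are inoculated with HCVcc-Cre at approximately 0.5 moi, and are incubated 44 h before luminescence detection.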
# HCMV inh – human cytomegalovirus inhibition; 410,000 compounds, 4.5% hits; AID 1259415; activity change, negative = inhibition, % at 57.5 µM; HFF cells, HCMV-luciferase reporter, 72 h; hits give low values; in the data active = activity change below about -60%; inconclusive = no clear call, values can overlap the other calls; inactive = above about -39%
#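 Human foreskin fibroblasts infected with luciferase-reporter HCMV at MOI 1 PFU/cell, compounds at two doses. Luciferase measured 72 h post infection; normalized to buffer-only basal and Salinomycin (10uM) controls.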
# AmpC detergent – blocks E. coli AmpC beta-lactamase in detergent assay | P00811 | AmpC hydrolysis of nitrocefin, absorbance 480 nm, 0.01% Triton | Potency, µM (doses to about 114 µM), inactives show at the highest dose activity change, negative = inhibition, hits mostly inhibitors | 370,000 compounds, 0.041% hits | AID 485294;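 note: potency is the fitted concentration of half-maximal effect; 0% = no-compound wells and -100% = no-enzyme wells; nearly all actives have a fitted effect of over 25% in size; some results filed as inactive show a strong effect at the top dose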
#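 20 mM phosphate pH 7.0 + 0.01% (detergent screen) or 0.0001% Triton X-100; 5.3 nM AmpC reagent; cpd preinc 15 min RT; nitrocefin (800 uM stock) to start; A480 q20 s × 4 min; Activity was normalised to no-enzyme and no-compound control wells.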
# AMA1 RON2 block – AMA1-RON2 (P. falciparum) interaction inhibition; Potency, µM (series often up to 58.2 µM), for the others: at the top dose activity change, negative = inhibition, actives largely listed as inhibitors; 360,000 compounds, 0.2% hits; AID 720542; AlphaScreen AMA1-biotinylated RON2 peptide binding;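 note: potency is the fitted concentration of half-maximal effect; 0% = vehicle wells and -100% = peptide control; nearly all actives have a fitted effect of over 45% in size; some results filed as inactive show a strong effect at the top dose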
#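 AMA1 (3D7) with his tag at 25 nM final met compounds first, then biotinylated RON2 peptide at 25 nM; detection used donor plus acceptor beads, 10 µg/mL apiece, read by AlphaScreen after 30 min at room temperature.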
# Starred values were filed as active, the others as inactive; u = inconclusive; x = not tested or not shown; & = joins results of further samples; [ ] = dose if it differs, or a comment. Unless noted, calls come from the whole dose curve; as a rule, active = well fitted curve in the direction sought with a large enough effect; inconclusive = small, poorly fitted or top-dose-only effect, or another doubt; inactive = no such curve, though single readings can be large; an effect the other way counts as inactive or inconclusive. Unless noted, % is set by controls: 0 for no effect and ±100 for the full control effect. Hits appear at their usual frequency, and some 7.5% of all compounds hit somewhere here.
SMILES,AmpC inh no detg,Tb PYK inh,LmPK inhibitor,HCV inhibitor,HCMV inh,AmpC detergent,AMA1 RON2 block
NS(=O)(=O)c1ccc(CCNS(=O)(=O)c2ccc(Cl)cc2)cc1,-27%,-8%,8%,-1%,1,-4%,12%
Cc1ccccc1C(=O)NC(Oc1ccccc1)C(Cl)(Cl)Cl (configuration not stated),-19%,2%,4%,10%,-13,-3%,9%
C=CCN1C(c2ccccc2)=CS/C1=C(/C#N)c1nnc(N2CCOCC2)n1-c1ccccc1,-1%,-19%,1%,-11%,-13,-14%,3%
CC(=O)c1cccc(NC(=O)C2CC(=O)N(Cc3ccccc3)C2)c1 (configuration not stated),0%,0%,1%,9%,-11,-10%,-10%
NCCc1c[nH]c2ccccc12,-32%,-5%,3%,-4%[8.37 µM],66,-9%,-14%
C=CCN(C#N)c1nc(OC)nc(N2CCCC2)n1,-9%,-1%,-1%,u,14,-16%,-15%
CCn1cc([N+](=O)[O-])c(C(=O)NCc2ccc(Cl)cc2)n1,-4%,-9%,8%,11%,u,4%,-2%
COc1ccc(NC(=O)c2c(NCc3sccc3C)sc3c2CCCC3)c(OC)c1,x,u,x,x,-15,12%,x
CCn1nnc2cc(C(=O)O)ccc21,-10%,2%,3%,13%,-31,-4%,-3%
Cc1occc1C(=O)NN=C1C2CC3CC(C2)CC1C3,-19%,-3%,1%,14%,23,-12%,43%[activator]
CCn1c(SCC(=O)N2CCCCC2)nc(O)cc1=O,1%,3%,11%,16%,8,u,29%
O=C(Nc1cccc(Cl)c1)c1nc[nH]c1C(=O)NCCCCNC(=O)c1[nH]cnc1C(=O)Nc1cccc(Cl)c1,-22%,-2%,x,16%,22,x,-7%
CCCCCCCCNCCS(=O)(=O)NN1CCOCC1,44%,5%,x,u,-27,x,5%
CCOC(=O)c1ccc(CC2S/C(=C(\C#N)C(C)=O)NC2=O)cc1 (configuration not stated),-28%,2%,6%,18%,119,-11%,17%
Clc1ccc2c(NNc3ccccc3Cl)ccnc2c1,-22%,1%,-1%,-1%,9,-1%,u
CCOCCCn1c(=S)[nH]c2cc(C(=O)N3CCN(C4CCCCC4)CC3)ccc2c1=O,5%,-10%,2%,u,50,2%,18%
O=C(Nc1cccc(-c2nc3ccccc3[nH]2)c1)c1ccco1,-57%,1%,-5%,u,19,-13%,18%
COc1ccc(CNC(=O)C/C(C)=N/NC(=O)c2ccc(OC)cc2OC)cc1,34%,5%,6%,u,-13,-15%,69%[activator]
O=C(c1cccc(Br)c1)N1CCN(S(=O)(=O)N2CCOCC2)CC1,-2%,-7%,2%,4%,-31,-12%,-3%
COC(=O)c1cc(NC(=O)CN2C(=O)C(=O)N(C3CCCC3)C2=O)cc(C(=O)OC)c1,-17%,5%,x,1%,-9,2%,-13%
Cc1ccc(C)c(N2CCN(C(=O)C3CCN(c4nc(C)cc(C)n4)CC3)CC2)c1,134%[activator],1%,-3%,u,2,u,-2%
COc1cccc(-c2c(C#N)c(SC)nc3cc(C)nn23)c1,-8%,2%,8%,-5%,-6,7%,11%
O=C(Nc1ccon1)Nc1ccc(F)cc1F,-20%,0%,-2%,3%,u,-8%,5%
Cc1cc(C)n(-c2cc(Oc3ccccc3)ncn2)n1,-12%,-1%,1%,-5%,-27,-3%,47%[activator]
COc1ccc(/C=C2\SC(=S)N(CCC(=O)Nc3ccccc3C(=O)O)C2=O)cc1,-21%,-1%,-7%,25%,-28,u,-2%
CCN(c1ccccc1)S(=O)(=O)c1ccc2[nH]cc(C(=O)NCCOC)c(=O)c2c1,-10%,-9%,3%,13%&10%,-26,-12%,7%
O=C(Nc1cccc(Cl)c1)c1ccc(-n2cncn2)c([N+](=O)[O-])c1,-17%,x,9%,u,9,-12%,12%
CCOP(=O)(OCC)C(NC(=O)Nc1c(C)cc(C)cc1C)c1ccccc1 (configuration not stated),87%[activator],-1%,-2%,-13%,u,-2%,-15%
O=C(Cn1nc(-c2ccccc2)c2ccccc2c1=O)NCCO,-5%,3%,0%,12%,-19,2%,0%
Cc1n[nH]c(=S)n1-c1cccc(Cl)c1,-21%,u,u,5%,-8,-2%,19%
O=C(OCC(=O)N1CCOCC1)c1ccc[nH]c1=O,-7%,12%,0%,15%,29,u,-14%
COc1ccc(C(=O)c2c[nH]cc2-c2ccccc2)cc1,-15%,6%,2%,2%,-28,u,-5%
CCOC(=O)CSc1nc2sc(C)c(C)c2c(=O)[nH]1,-18%,0%,-2%,-13%,-14,8%,0%
CCN1C(=O)N(CC)c2cccc3cccc1c23,5%,0%,0%,-7%,1,7%,-2%
O=C(NNc1nc(-c2ccccc2)c2cc(Br)ccc2n1)c1ccc(S(=O)(=O)N2CCOCC2)cc1,61%[activator],-12%,1%,12%,-24,-13%,45%[activator]
Cc1ncc(CO)c(/C=N/NC(=O)c2cc(Br)ccc2O)c1O,-27%,-4%,4%,10%,0,-12%,4µM*
CCOc1ccc2nc(SCC(=O)Nc3cc(C)on3)c(C)cc2c1,-12%,2%,-5%,-20%,-7,-8%,2%
CCOC(=O)c1nnn(-c2nc(N3CCCC3)nc(N3CCCC3)n2)c1-c1ccccc1,-9%,-4%,3%,18µM*,-24,2%,0%
CCCc1cc(=O)n2[nH]c(NCc3ccccc3F)nc2n1,-33%,1%,1%,15%,-9,0%,-12%
Cc1cccc(OCCCC(=O)NNC(=O)c2ccc(F)cc2)c1,-20%,-11%,x,11%,-11,-4%,80%[activator]

# The final 5 records of the part above are carried over, then new ones follow.
SMILES,AmpC inh no detg,Tb PYK inh,LmPK inhibitor,HCV inhibitor,HCMV inh,AmpC detergent,AMA1 RON2 block
Cc1ncc(CO)c(/C=N/NC(=O)c2cc(Br)ccc2O)c1O,-27%,-4%,4%,10%,0,-12%,4µM*
CCOc1ccc2nc(SCC(=O)Nc3cc(C)on3)c(C)cc2c1,-12%,2%,-5%,-20%,-7,-8%,2%
CCOC(=O)c1nnn(-c2nc(N3CCCC3)nc(N3CCCC3)n2)c1-c1ccccc1,-9%,-4%,3%,18µM*,-24,2%,0%
CCCc1cc(=O)n2[nH]c(NCc3ccccc3F)nc2n1,-33%,1%,1%,15%,-9,0%,-12%
Cc1cccc(OCCCC(=O)NNC(=O)c2ccc(F)cc2)c1,-20%,-11%,x,11%,-11,-4%,80%[activator]
Cc1ccc(S(=O)(=O)Cc2nc3ccccc3c(=O)[nH]2)cc1,-26%,1%,2%,10%,23,-7%,1%
Cc1ccc(/C=C/C(=O)c2ccccc(=O)c2O)cc1C,-33%,-10%,-2%,u,-66*,u,62%[activator]
CN1/C(=C/C(=O)c2ccc(Cl)cc2)Sc2cc3c(cc21)OCO3,-13%,-9%,4%,7%,-14,-5%,13%[2.32 µM]
Cc1cc(C)n(C2CC(=O)N(c3ccc(Cl)c(Cl)c3)C2=O)n1 (configuration not stated),6%,-4%,5%,4%,-3,3%,-2%
COc1ccc(NC(=O)c2ccc(NC(=O)CN3CCN(c4ccccc4O)CC3)cc2)cc1,x,-9%,x,x,-30,x,-2%
Cc1nc2ccc(Br)cc2c2c1CC(CO)O2 (configuration not stated),-12%,6%,0%,-18%,10,1%,-4%
COc1ccc(N2CC(C(=O)Nc3cc(C)ccn3)CC2=O)cc1 (configuration not stated),-10%,6%,0%,8%,-16,-2%,3%
CCOC(=O)c1c(C)nc2sc3c(=O)n(-c4ccc(OC)cc4)cnc3c2c1-c1ccc(OC)cc1,0%,2%,1%,2%,-6,-12%,-21%

# A few values from above.
# Cc1nc2ccc(Br)cc2c2c1CC(CO)O2 (configuration not stated) in AMA1 RON2 block reads -4%
# Cc1ccc(S(=O)(=O)Cc2nc3ccccc3c(=O)[nH]2)cc1 in HCV inhibitor reads 10%
# CCOC(=O)c1c(C)nc2sc3c(=O)n(-c4ccc(OC)cc4)cnc3c2c1-c1ccc(OC)cc1 in AmpC inh no detg reads 0%
# Cc1cc(C)n(C2CC(=O)N(c3ccc(Cl)c(Cl)c3)C2=O)n1 (configuration not stated) in HCMV inh reads -3
# Cc1ccc(/C=C/C(=O)c2ccccc(=O)c2O)cc1C in AmpC inh no detg reads -33%
# COc1ccc(NC(=O)c2ccc(NC(=O)CN3CCN(c4ccccc4O)CC3)cc2)cc1 in AMA1 RON2 block reads -2%
# CN1/C(=C/C(=O)c2ccc(Cl)cc2)Sc2cc3c(cc21)OCO3 in AMA1 RON2 block reads 13%[2.32 µM]

# Compound profiles, from the list above. Order of screens: AmpC inh no detg | Tb PYK inh | LmPK inhibitor | HCV inhibitor | HCMV inh | AmpC detergent | AMA1 RON2 block
# Profile of Cc1ccc(C)c(N2CCN(C(=O)C3CCN(c4nc(C)cc(C)n4)CC3)CC2)c1 = 134%[activator] | 1% | -3% | u | 2 | u | -2%
# Profile of CCn1c(SCC(=O)N2CCCCC2)nc(O)cc1=O = 1% | 3% | 11% | 16% | 8 | u | 29%
# Profile of COc1ccc(NC(=O)c2c(NCc3sccc3C)sc3c2CCCC3)c(OC)c1 = x | u | x | x | -15 | 12% | x

# Compound activity: PubChem, National Center for Advancing Translational Sciences (NCATS)
